IDE cell inh – inhibitors of human insulin-degrading enzyme in cells; P14735; HEK cells, FAbetaB cleavage, fluorescence polarization; inhibition, % at 5.59 µM; 320,000 tested, 0.41% active; AID 434962;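 active = percent inhibition above the average of all tested compounds plus 3 SD, set per screening campaign, cut at about 16% in these data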;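 note: IDE supplied by intact live HEK cells; FP after avidin binding of uncleaved biotin substrate so inhibition keeps polarization high; 0% = DMSO wells and 100% = 60 µM reference IDE inhibitor Ii1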
IMP-1 inh – inhibitors of Pseudomonas aeruginosa IMP-1 metallo-beta-lactamase; purified IMP-1, nitrocefin hydrolysis, epi-absorbance fluorescence; inhibition, % at 5.6 µM; 290,000 tested, 0.45% active; AID 1556;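 active = inhibition above the mean plus 3 SD of all compounds in the same screening run, cut at about 4.5% in these data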;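 note: 0% = IMP-1 with DMSO and 100% = DMSO wells lacking enzyme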
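System: purified recombinant IMP-1 beta-lactamase. Medium: Zinc- and detergent-supplemented HEPES buffer, pH 7.1. Compound: one 5.6 µM dose […]. Schedule: 15 min preincubation plus 25 min reaction at 25 °C. Technique: Epi-absorbance fluorescence, 480 nm excitation, 530 nm emission.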
PfM18AAP inh – PfM18AAP enzyme inhibition | inhibition, % at 7.35 µM | AID 1822 | 290,000 tested, 1.2% active | recombinant PfM18AAP, H-Glu-NHMec fluorogenic cleavage;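 active = inhibition above the campaign mean inhibition over all tested compounds plus 3 SD, cut at about 28% in these data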;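 note: 0% = plate median of test compound wells and 100% = 2 mM ZnCl2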
IDE cell activ – IDE (human) activation, cell-based; P14735; HEK cells, FAbeta-B cleavage, fluorescence polarization; 0% vehicle, 100% cell-free pure enzyme wells; activation, % at 5.96 µM; 340,000 tested, 0.073% active; AID 493087;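 active = activation above the mean of all tested compounds plus 3 SD, set per screening campaign, cut at about 17% in these data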
VIM-2 inhibitor – inhibitors of Pseudomonas aeruginosa VIM-2 metallo-beta-lactamase | 290,000 tested, 0.89% active | inhibition, % at 5.6 µM | AID 1527 | purified VIM-2, nitrocefin hydrolysis, epi-absorbance fluorescence;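 active = inhibition above the mean of all tested compounds plus 3 SD, cutoff set per screening run, cut at about 7.5% in these data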;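 note: red hydrolysis product quenches plate fluorescence so inhibitors raise well fluorescence; 0% = enzyme with DMSO and 100% = DMSO without enzyme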
NALP1 yeast inh – blocks the NALP1 inflammasome reconstituted in yeast. S. cerevisiae NALP1/ASC/caspase-1 growth, X-gal OD620, 72 h. 280,000 tested, 0.61% active. AID 2071. inhibition, % at 10 µM; in the data active = inhibition mostly above about 24%, no sharp cut-off; inactive = mostly below about 32%; note: some compounds called inactive have numbers as strong as hits
PHOSPHO1 block – PHOSPHO1 (human) inhibition | Q8TCT1 | recombinant PHOSPHO1, absorbance phosphatase assay | inhibition, % at 13.3 µM | 290,000 tested, 1.1% active; in the data active = inhibition above about 60%
Target sequence (Q8TCT1 whole entry, looked up): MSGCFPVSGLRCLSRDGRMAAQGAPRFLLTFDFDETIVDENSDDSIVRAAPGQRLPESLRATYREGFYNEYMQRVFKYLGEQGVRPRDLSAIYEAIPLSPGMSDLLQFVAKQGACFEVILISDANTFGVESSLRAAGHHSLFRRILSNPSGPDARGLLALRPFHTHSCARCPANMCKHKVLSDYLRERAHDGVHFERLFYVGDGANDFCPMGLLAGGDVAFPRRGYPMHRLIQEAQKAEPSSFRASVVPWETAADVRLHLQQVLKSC
p-CIP stab down – lowers stability of the mouse p/CIP coactivator protein; Q05BA5; F442A p/CIP-EGFP cells, EGFP fluorescence, 16 h; decrease of EGFP signal, % at 10 µM; 290,000 tested, 0.01% active;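 active = EGFP signal decrease of at least 30% at 10 µM or well 3 SD below plate mean, unless failing retest; inactive = the rest, including hits failing retest or dose response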; note: some compounds called inactive have numbers as strong as hits; many of its hits are not listed in these tables
GPR7 antagonist – antagonists of human GPR7 (neuropeptides B/W receptor 1); inhibition, % at 4.4 µM; 290,000 tested, 1.1% active; GPR7-expressing cells, fluorescence antagonist assay; P48145; in the data active = inhibition above about 16%, passing the limit was not always enough;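 note: cells stimulated with the agonist NPW; 0% = agonist with vehicle and 100% = vehicle without agonist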
Target sequence (P48145 whole entry, looked up): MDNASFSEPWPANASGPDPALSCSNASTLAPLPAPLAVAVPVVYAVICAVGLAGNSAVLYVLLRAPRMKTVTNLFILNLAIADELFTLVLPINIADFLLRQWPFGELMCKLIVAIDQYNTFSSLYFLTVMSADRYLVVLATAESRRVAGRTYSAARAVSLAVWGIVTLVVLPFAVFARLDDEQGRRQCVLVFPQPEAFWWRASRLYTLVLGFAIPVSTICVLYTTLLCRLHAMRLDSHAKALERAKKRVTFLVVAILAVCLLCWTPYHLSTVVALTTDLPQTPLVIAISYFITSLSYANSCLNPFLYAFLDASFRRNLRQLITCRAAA
An asterisk follows results filed as active; . = not tested or not shown.

SMILES	IDE cell inh	IMP-1 inh	PfM18AAP inh	IDE cell activ	VIM-2 inhibitor	NALP1 yeast inh	PHOSPHO1 block	p-CIP stab down	GPR7 antagonist
CCC(CC)C(=O)NCCCCc1ccccc1	3	-3.3	-5	3	-4.3	37	10	-2	-6
CC(C)[C@H]1COC(NC2=N[C@@H](C(C)C)CO2)=N1	-2	-0.5	13	5	-0.7	26	10	-6	10
O=C(c1ccc(F)cc1)N1CCC(O)(c2cccnc2)CC1	3	-6.4	-4	-2	-3.6	5	3	-3	-16
CCN(CC)c1ccc(NC(=S)NC(=O)c2cccs2)cc1	1	-2.2	5	7	-3.5	7	22	-4	-10
CCCC(NC(=O)CCl)c1ccccc1 (stereo not drawn)	3	-3.4	6	5	-3.2	13	-4	0	-14
O=C(CCN1C(=O)C2C3C=CC(C3)C2C1=O)Nc1ccccn1 (stereo not drawn)	5	-1.0	-12	5	0.8	17	12	5	-9
COc1cccc(CC2(CO)CCN(Cc3cnc(-c4cccc(C)c4)nc3)CC2)c1	4	0.6	-2	-2	-1.2	14	33	-9	2
CC(C)C(NC(=O)c1ccco1)C(=O)NCc1ccc(C(=O)O)cc1 (stereo not drawn)	3	-3.8	-13	2	0.3	0	23	-7	0
Cn1cccc1C(=O)C(=O)Nc1ccc(F)c(F)c1	4	-0.1	0	3	0.4	9	16	6	0
COc1ccc(CCNC(=O)CN(c2ccccc2)S(C)(=O)=O)cc1	1	-1.6	-2	5	-3.0	10	20	-10	0
CCn1c(O)c(/C=C2\C=Nc3ccccc32)sc1=Nc1ccccc1	9	-3.0	-1	0	-1.5	1	42	-22	-10
Cc1cc2nc(-c3cc(N4CCOCC4)ccc3[N+](=O)[O-])ccn2n1	4	-3.2	2	2	-0.3	-9	23	2	-7
Cc1ccc(O)c(C2=Nc3ccccc3N=C(c3cccc([N+](=O)[O-])c3)C2)c1	-1	1.5	-2	-4	-0.7	14	-23	5	-4
Cc1ccccc1OCCOc1ccccc1C=C(C#N)C#N	2	-3.9	3	.	-4.5	6	2	0	7
CN(C)/C=C/C(=O)c1cnc(-c2ccccn2)s1	-2	1.6	1	0	-0.3	-24	49	-6	3
CC(C)(C)CN1CCNC(=O)C1CC(=O)NCc1cccc(-n2cccn2)c1 (stereo not drawn)	3	-1.3	-10	-5	-0.9	11	28	-14	-5
O=C(NCc1ccc(/C=c2\sc3n(c2=O)CCN=3)o1)C(=O)Nc1ccccc1	-1	-1.5	25	.	0.3	3	-26	-4	2
Nc1cc(=O)[nH]c(SCC(=O)Nc2ccc(S(=O)(=O)N3CCCCC3)cc2)n1	-1	-1.8	0	8	-2.8	5	52	-7	2
O=C(Nn1c(C2CC2)nc2ccccc2c1=O)c1ccco1	4	-2.8	-3	0	1.2	16	6	-14	2
Cc1cccc(N2C(=O)SC(SC(=Nc3ccccc3)Nc3ccccc3)C2=O)c1 (stereo not drawn)	2	-1.8	22	6	-0.6	24	3	-7	3
Cc1ccc(C(=O)Nc2ccc3cn[nH]c3c2)cc1S(=O)(=O)N1CCOCC1	-5	-2.1	9	3	-2.5	3	26	7	-12
O=S1(=O)CCC(NC(=S)SCCOc2ccccc2)C1 (stereo not drawn)	-2	-3.0	2	-1	-2.9	4	34	-17	-1
Cc1noc(C)c1COC(=O)Cn1c(C)nc2ccccc21	5	-4.4	4	5	-2.8	6	-2	-13	-7
COc1ccc(OC)c(CCNC(=O)CCc2nnc3ccc(N4CCCC4)nn23)c1	-5	0.5	0	-5	1.6	19	38	-1	-14

5 compounds from above, limited to IDE cell inh, p-CIP stab down and NALP1 yeast inh:
smiles,IDE cell inh,p-CIP stab down,NALP1 yeast inh
Nc1cc(=O)[nH]c(SCC(=O)Nc2ccc(S(=O)(=O)N3CCCCC3)cc2)n1,-1,-7,5
COc1ccc(OC)c(CCNC(=O)CCc2nnc3ccc(N4CCCC4)nn23)c1,-5,-1,19
Cc1ccc(O)c(C2=Nc3ccccc3N=C(c3cccc([N+](=O)[O-])c3)C2)c1,-1,5,14
Cc1ccc(C(=O)Nc2ccc3cn[nH]c3c2)cc1S(=O)(=O)N1CCOCC1,-5,7,3
Cc1noc(C)c1COC(=O)Cn1c(C)nc2ccccc21,5,-13,6

Ordered by the number under PfM18AAP inh (high to low): three of the compounds above.
SMILES | IDE cell inh | IMP-1 inh | PfM18AAP inh | IDE cell activ | VIM-2 inhibitor | NALP1 yeast inh | PHOSPHO1 block | p-CIP stab down | GPR7 antagonist
CCCC(NC(=O)CCl)c1ccccc1 (stereo not drawn) | 3 | -3.4 | 6 | 5 | -3.2 | 13 | -4 | 0 | -14
COc1cccc(CC2(CO)CCN(Cc3cnc(-c4cccc(C)c4)nc3)CC2)c1 | 4 | 0.6 | -2 | -2 | -1.2 | 14 | 33 | -9 | 2
CCC(CC)C(=O)NCCCCc1ccccc1 | 3 | -3.3 | -5 | 3 | -4.3 | 37 | 10 | -2 | -6

The listing picks up, starting two compounds before the break.
SMILES	IDE cell inh	IMP-1 inh	PfM18AAP inh	IDE cell activ	VIM-2 inhibitor	NALP1 yeast inh	PHOSPHO1 block	p-CIP stab down	GPR7 antagonist
Cc1noc(C)c1COC(=O)Cn1c(C)nc2ccccc21	5	-4.4	4	5	-2.8	6	-2	-13	-7
COc1ccc(OC)c(CCNC(=O)CCc2nnc3ccc(N4CCCC4)nn23)c1	-5	0.5	0	-5	1.6	19	38	-1	-14
O=C(c1ccccc1)c1nc2ccccc2[nH]c1=O	0	-2.9	11	3	0.6	-2	7	-2	-14
Cn1c(=O)n(CC(=O)Nc2ccc(F)cc2)c2ccccc21	-4	-2.4	-3	6	-0.2	12	-10	-12	-7
Cc1nc2ccccc2nc(=O)c1NNc1ccccc1	.	-4.1	5	-1	-3.3	12	-8	3	6
O=C1c2cc3ccccc3c(-c3ccccc3)c2C(=O)N1c1ccccn1	-4	-1.8	2	-1	-1.3	16	-8	-12	-15
c1cncc(-c2nc(-c3cccs3)cs2)c1	1	-2.9	2	1	-1.0	6	12	15	-10
Cc1cccc(NC(=O)/C(C#N)=C/c2cccc([N+](=O)[O-])c2)n1	-5	-1.2	27	-1	-1.6	16	.	-2	2
N/C(=N\OS(=O)(=O)c1ccc2ccccc2c1)c1cccnc1	-8	-1.9	-8	-2	-0.4	1	51	6	-9
Oc1csc(Cc2nc(-c3ccccc3F)cs2)n1	6	0.4	12	-6	1.0	-3	19	9	-7
Cc1ccc(C2NC(=O)c3ccccc3N2)s1 (stereo not drawn)	0	-1.5	3	7	-1.0	5	1	0	15
CCCCn1c(SCC(=O)N(CC)C2CCS(=O)(=O)C2)nc2cc(S(N)(=O)=O)ccc21 (stereo not drawn)	-5	-1.5	4	6	-1.0	-10	-60	0	-2
CCCN(CCC)CCOc1cc(C)ccc1C(C)C	8	-1.7	-3	-2	-3.4	34	14	-2	24*
O=C1N/C(=N/Nc2ccccc2)S/C1=C\c1ccccc1	6	-4.4	12	1	-1.7	-6	11	-10	-2
O=C(CCn1c(=O)oc2ccccc21)NC1=NCCS1	-4	-3.4	2	6	0.0	10	-2	3	-8
COc1ccc(N2CCN(C(=O)CN(c3ccc(Br)cc3)S(C)(=O)=O)CC2)cc1	2	0.7	-7	-8	-0.9	8	-2	-10	7
COc1ccc(-c2cc(C(=O)N3CCN(C(=O)c4ccco4)CC3)[nH]n2)cc1	-3	-1.7	-18	-4	-0.3	7	37	2	-10
Cc1ccc(Cl)cc1NC(=O)CN1CCN(S(=O)(=O)N2CCOCC2)CC1	4	-4.7	1	3	-5.7	-4	10	-18	2
COc1ccc(NC(C)c2cc(Cl)ccc2O)cc1 (stereo not drawn)	0	-5.3	5	1	-6.5	17	7	0	-4
CC(C)C(=O)NC(=S)Nc1ccccc1C(=O)NC1CCCCC1	2	-0.9	5	2	-1.6	-6	-13	-9	-7
CCN(CCCNC(=O)CC(C(=O)N1CCc2ccccc21)n1ccnc1)c1cccc(C)c1 (stereo not drawn)	4	-3.4	-5	-1	0.1	6	34	18	-14
C=C(C)Cn1c(N)cc(=O)nc1SCC(=O)Nc1cccc(C(F)(F)F)c1	-5	0.3	-8	2	-0.4	34	-9	-13	-4
CN1CCN(C(=O)C2=C[C@H](c3ccc4c(c3)OCO4)C[C@H](OCc3ccc(CO)cc3)O2)CC1	-2	-0.7	-11	1	1.3	8	24	-11	-12
O=C(Nc1ccc2c(c1)C(=O)OC2)c1ccc(C(F)(F)F)cc1	-2	-3.4	0	-2	-4.5	11	12	-4	1
CC(C)(C)C(=O)OCc1nc(-c2ccc(Cl)cc2)cs1	6	-2.5	1	-1	-2.2	-1	34	-14	-19
CC(C)NS(=O)(=O)c1ccc(NC(=O)C2CC3C=CC2C3)cc1 (stereo not drawn)	5	-0.7	1	0	-2.1	-1	24	-10	-12
COc1ccc(CSCCc2n[nH]c(=S)n2-c2ccccc2)cc1C	6	-4.4	10	-16	-2.4	12	-89	-13	-19
O=C(Nc1ccccc1C(F)(F)F)c1c(F)cccc1Cl	-3	-2.2	-5	-1	-2.3	2	23	-1	-11
N#CC(C#N)=Cc1cccn1-c1ccc(S(N)(=O)=O)cc1	5	-2.8	-11	8	-2.9	-2	1	2	2
COc1ccc(CCNC(=O)Cn2nnc(-c3ccc(N4CCOCC4)cc3)n2)cc1OC	7	-1.8	-7	1	-2.8	10	-30	-7	-7
COc1ccc(C(=O)NNC(=O)CSc2nnc(C)n2CC2CCCO2)cc1 (stereo not drawn)	0	-2.9	5	2	-3.9	1	39	-6	-9
S=c1[nH]nc(CCc2nc3ccccc3[nH]2)n1-c1ccccc1	2	-3.4	25	5	7.8*	-10	51	-17	10
O=C(CCc1ccccc1)NCCc1nc2ccccc2[nH]1	0	-0.1	-6	-1	-0.3	-4	16	-1	-11
Cc1ccc(CSCC(=O)NN=C2CCN(C)CC2)cc1	-1	-3.0	4	-3	-2.8	24	14	0	-12
CCOC(=O)COn1c(SCC(=O)OCC)nc2ccccc2c1=O	-1	-3.4	-3	4	-1.2	24	-7	8	-15
CC(C)C[C@H](NC(=O)c1nc[nH]c1C(=O)NCc1ccccc1)C(=O)OC(C)(C)C	0	-3.8	2	11	-1.8	-17	26	-10	-26
COCCN(C(=O)CCl)C(C(=O)NC1CCCCC1)c1ccccc1C (stereo not drawn)	-1	-4.2	-8	3	-5.9	7	-7	4	-10
O=C(Cc1ccc(Cl)c(Cl)c1)Nc1cccc2ncccc12	-3	-6.4	1	1	-4.3	-2	13	-40	-3
CCCCn1c(=S)[nH]c2cc(S(=O)(=O)N3CCCCC3)ccc21	-4	-6.5	-7	5	-6.5	-4	100*	-4	-10

Assay outcomes as filed in PubChem BioAssay.
